PLC-beta3 inh: PLC-beta3 (human) inhibition, primary screen; Purified PLC-beta3, fluorogenic substrate, fluorescence; inhibition, % at 12.2 µM; actives 0.18% (n = 370,000); AID 720704; in the data active means inhibition above about 11%;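 further: 0% = median of compound wells on plate and 100% = full blocker control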
ADAM10 inh: inhibitors of human ADAM10; actives 0.62% (n = 370,000); recombinant ADAM10, EDANS/DABCYL FRET peptide cleavage, 3 h; inhibition, % at 7 µM; O14672;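 active means inhibition above a per-campaign cutoff equal to the mean of compounds falling between control-based bounds plus 3 SD, cut at about 20% in these data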;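 further: 0% = DMSO wells while the 100% control is not disclosed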
DAX1 inh-1: inhibitors of DAX1 repression of SF-1 activated StAR promoter; HEK293T StAR-luciferase reporter, SF-1/DAX-1 repression relief; inhibition, % at 6.8 µM; actives 1.1% (n = 370,000); AID 652010;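 active means inhibition above the mean over all tested compounds plus 3 SD, cut at about 3.6% in these data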;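 further: 0% = DAX-1 cells with DMSO and 100% = cells lacking DAX-1 with DMSO; higher inhibition means more luminescence from relief of DAX-1 repression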
hgDAF-12 ag: activates the H. glycines DAF-12 receptor ligand-binding domain; HEK293 GAL4-hgDAF12 UAS-luciferase reporter, agonist luminescence; normalized to butyrate control; AID 687014; actives 1.8% (n = 370,000); activation, % at 6.8 µM;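 active means activation above a cutoff set at the mean of all screened compounds plus 3 SD, cut at about 10% in these data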;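 further: 0% = DMSO wells and 100% = sodium butyrate wells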
GAA850 FXN act: increases GAA850 frataxin promoter reporter activity. HEK293 lucGAA850 FXN promoter luciferase reporter, 24 h; percent of 10 µM SAHA response. activation, % at 6 µM. actives 0.56% (n = 360,000). AID 540364;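 active means activation above the average of all compounds screened plus 3 SD, cutoff fixed separately per campaign, cut at about 7.5% in these data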;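 further: 0% = DMSO wells and 100% = 10 µM SAHA wells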
ADAM17 inh: inhibitors of human ADAM17. actives 0.83% (n = 370,000). recombinant ADAM17, EDANS/DABCYL FRET peptide cleavage. inhibition, % at 6.95 µM. P78536;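 active means inhibition above the mean of compounds lying between control limits plus 3 SD, set per campaign, cut at about 8.5% in these data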;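 further: 0% = DMSO-only wells as the low control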
Target sequence (P78536 215-824 limits assumed): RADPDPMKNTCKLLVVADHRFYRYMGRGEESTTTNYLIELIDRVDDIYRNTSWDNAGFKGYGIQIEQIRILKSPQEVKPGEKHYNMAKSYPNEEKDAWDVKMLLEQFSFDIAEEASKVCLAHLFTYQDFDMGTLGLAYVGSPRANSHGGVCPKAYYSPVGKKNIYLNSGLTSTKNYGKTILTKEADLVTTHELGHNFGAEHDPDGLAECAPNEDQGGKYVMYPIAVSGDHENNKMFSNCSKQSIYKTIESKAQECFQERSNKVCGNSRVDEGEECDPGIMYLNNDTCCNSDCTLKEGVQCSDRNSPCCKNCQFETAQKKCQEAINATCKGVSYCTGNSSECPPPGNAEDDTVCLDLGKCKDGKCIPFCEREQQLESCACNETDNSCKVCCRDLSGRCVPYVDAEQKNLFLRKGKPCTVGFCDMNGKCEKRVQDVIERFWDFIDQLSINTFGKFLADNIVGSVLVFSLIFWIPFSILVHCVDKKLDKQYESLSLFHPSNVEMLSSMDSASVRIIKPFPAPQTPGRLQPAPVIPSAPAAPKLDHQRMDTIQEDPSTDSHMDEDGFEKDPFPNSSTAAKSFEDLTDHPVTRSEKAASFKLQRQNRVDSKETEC
hcDAF12 agonist: activates DAF-12 receptor from parasite H. contortus | actives 1.4% (n = 370,000) | AID 652067 | activation, % at 6.8 µM | HEK293 hcDAF-12 lit1-tk-luc reporter, luminescence; 0% DMSO, 100% Δ7-dafachronic acid;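 active means activation above the mean of all tested compounds plus 3 SD, cut at about 5.5% in these data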;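 further: 100% = response to 3 µM Δ7-dafachronic acid high control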
sPLA2-III inh: Blocks human group III sPLA2 activity; inhibition, % at 12.2 µM; QFRET BODIPY PC-A2 liposome hydrolysis, fluorescence; Q9NZ20; actives 0.56% (n = 370,000);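 active means inhibition above mean plus 3 SD of compounds lying within the high and low control bounds, cut at about 19% in these data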;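 further: 0% = median of test compound wells and 100% = no enzyme DMSO wells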
PLC-gamma1 inh: inhibitors of human phospholipase C gamma1 | purified PLC-gamma1, fluorogenic substrate, fluorescence | inhibition, % at 12.2 µM | actives 0.84% (n = 370,000) | AID 720700; in the data active means inhibition above about 9.5%
ssDAF-12 act: S. stercoralis DAF-12 activation, primary screen | HEK293 ssDAF-12/GRIP1 lit1-tk-luc reporter, luminescence; % of 3 µM dafachronic acid response | activation, % at 6.8 µM | actives 1% (n = 370,000);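 active means activation above the mean over all tested compounds plus 3 SD, cut at about 0.9% in these data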;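 further: 0% = DMSO-only wells and 100% = 3 µM delta7-dafachronic acid wells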
DAX1 inh-2: inhibits human nuclear receptor DAX1; P51843; HEK293 Gal4-DAX1 luciferase reporter, luminescence; inhibition, % at 6.75 µM; actives 0.99% (n = 340,000); AID 504766;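 active means inhibition above the mean over all tested compounds plus 3 SD, cut at about 4.2% in these data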;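 further: 0% = DAX1-transfected cells with DMSO and 100% = empty-vector control cells with DMSO; inhibition shows as a rise in luminescence from relieved DAX1 repression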
Target sequence (P51843 207-470 limits assumed): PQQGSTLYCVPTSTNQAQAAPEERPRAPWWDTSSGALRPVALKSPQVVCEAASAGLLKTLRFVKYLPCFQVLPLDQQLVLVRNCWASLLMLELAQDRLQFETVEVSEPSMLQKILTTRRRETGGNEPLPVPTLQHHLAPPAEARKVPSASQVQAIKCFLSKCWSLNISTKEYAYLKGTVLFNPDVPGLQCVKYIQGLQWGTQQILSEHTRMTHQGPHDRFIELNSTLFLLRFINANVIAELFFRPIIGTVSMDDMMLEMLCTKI
* marks the source's active call; other numbers are inactive results.

`COc1ccc(CC(=O)OCn2nnc3ccccc3c2=O)cc1OC` gave PLC-beta3 inh -71.5, ADAM10 inh -2.8, DAX1 inh-1 -0.3, hgDAF-12 ag 0.8, GAA850 FXN act 3.0, ADAM17 inh -4.4, hcDAF12 agonist -0.1, sPLA2-III inh -1.1, PLC-gamma1 inh 1.9, ssDAF-12 act -1.3 and DAX1 inh-2 0.2.
For CC1CCN(c2nc3ccc(C(=O)NCCCN4CCCCC4C)cc3s2)CC1 (stereo unspecified) the results were PLC-beta3 inh -3.3, ADAM10 inh -29.5, DAX1 inh-1 7.2*, hgDAF-12 ag 14.7*, GAA850 FXN act 3.1, ADAM17 inh -6.6, hcDAF12 agonist 4.0, sPLA2-III inh 6.1, PLC-gamma1 inh 7.0, ssDAF-12 act 1.6* and DAX1 inh-2 -2.3.
For COc1cc(C(=O)Nc2cccc(C)n2)ccc1OCC(=O)N1CCOCC1 the results were PLC-beta3 inh -3.4, ADAM10 inh -9.3, DAX1 inh-1 0.6, hgDAF-12 ag 4.1, GAA850 FXN act 1.0, ADAM17 inh -1.0, hcDAF12 agonist 0.4, sPLA2-III inh 4.6, PLC-gamma1 inh 2.5, ssDAF-12 act -0.5 and DAX1 inh-2 0.7.
For CCC(C)NC(=O)Cn1c(=O)n(CCCCCC(=O)Nc2ccccc2)c(=O)c2sccc21 (stereo unspecified) the results were PLC-beta3 inh 0.7, ADAM10 inh 2.2, DAX1 inh-1 0.2, hgDAF-12 ag 0.8, GAA850 FXN act 2.5, ADAM17 inh -0.3, hcDAF12 agonist -0.2, sPLA2-III inh -5.8, PLC-gamma1 inh 0.5, ssDAF-12 act -1.3 and DAX1 inh-2 0.3.
For CNNC(=S)NC1CC2CC1C1C=CCC21 (stereo unspecified) the results were PLC-beta3 inh -9.4, ADAM10 inh 10.2, DAX1 inh-1 0.3, hgDAF-12 ag 0.1, GAA850 FXN act 2.3, ADAM17 inh 0.9, hcDAF12 agonist -0.5, sPLA2-III inh 1.8, PLC-gamma1 inh -0.1, ssDAF-12 act -1.8 and DAX1 inh-2 1.2.
For COc1ccc(NC(=O)CN2CCN(S(=O)(=O)c3ccc(C(C)C)cc3)CC2)cc1OC the results were PLC-beta3 inh 2.5, ADAM10 inh 3.8, DAX1 inh-1 -1.5, hgDAF-12 ag 0.1, GAA850 FXN act 0.7, ADAM17 inh -0.9, hcDAF12 agonist -0.1, sPLA2-III inh -9.9, PLC-gamma1 inh 4.1, ssDAF-12 act -0.3 and DAX1 inh-2 0.9.
O=C(c1cc(-c2ccc(F)cc2)on1)N1CCCCCC1 was read as PLC-beta3 inh -15.3, ADAM10 inh 5.9, DAX1 inh-1 1.5, hgDAF-12 ag 12.3*, GAA850 FXN act 4.3, ADAM17 inh 1.2, hcDAF12 agonist 2.4, sPLA2-III inh -6.7, PLC-gamma1 inh 1.0, ssDAF-12 act -0.4 and DAX1 inh-2 2.9.
COc1ccccc1C1C(C(=O)c2sc(C)nc2C)=C(O)C(=O)N1CCN1CCOCC1 (stereo unspecified) was read as PLC-beta3 inh -8.8, ADAM10 inh -3.9, DAX1 inh-1 0.8, hgDAF-12 ag 0.9, GAA850 FXN act 0.4, ADAM17 inh -4.1, hcDAF12 agonist 4.1, sPLA2-III inh 0.2, PLC-gamma1 inh -4.8, ssDAF-12 act 0.0 and DAX1 inh-2 1.6.
Screening COC(=O)c1cc2c(c3c4cc(OC)ccc4n(S(=O)(=O)c4ccccc4)c13)C(=O)N(Cc1ccc(C(F)(F)F)cc1)C2 returned PLC-beta3 inh -9.5, ADAM10 inh -11.6, DAX1 inh-1 -0.4, hgDAF-12 ag 0.7, ADAM17 inh -4.4, hcDAF12 agonist 2.9, sPLA2-III inh 4.2, PLC-gamma1 inh -7.0 and ssDAF-12 act -0.6.
For Cc1ccc(-c2nc(SCC(=O)NCC3CCCO3)c(-c3ccccc3)[nH]2)cc1 (stereo unspecified) the results were PLC-beta3 inh -1.3, ADAM10 inh -15.9, DAX1 inh-1 -2.1, hgDAF-12 ag -1.4, GAA850 FXN act -2.8, ADAM17 inh -4.9, hcDAF12 agonist -1.5, sPLA2-III inh -1.9, PLC-gamma1 inh -0.4, ssDAF-12 act -0.9 and DAX1 inh-2 -0.7.
CSc1cccc(NC(=S)N2CCC(N(C)C3CCCCC3)CC2)c1 was read as PLC-beta3 inh -5.1, ADAM10 inh -5.7, DAX1 inh-1 0.2, hgDAF-12 ag -4.0, GAA850 FXN act 1.8, ADAM17 inh -4.3, hcDAF12 agonist -1.0, sPLA2-III inh 12.9, PLC-gamma1 inh -0.7, ssDAF-12 act -0.9 and DAX1 inh-2 -0.6.
Screening CC1CN(C(=S)NC2CCCC2)CC(C)O1 (stereo unspecified) returned PLC-beta3 inh -4.2, ADAM10 inh -4.8, DAX1 inh-1 -1.1, hgDAF-12 ag 1.5, GAA850 FXN act 2.3, ADAM17 inh -1.3, hcDAF12 agonist -0.5, sPLA2-III inh 1.1, PLC-gamma1 inh 0.2, ssDAF-12 act 0.3 and DAX1 inh-2 -0.3.
For Cc1ccc(NC(=S)N(CCCN2CCOCC2)Cc2ccco2)cc1 the results were PLC-beta3 inh -6.2, ADAM10 inh 5.8, DAX1 inh-1 0.1, hgDAF-12 ag 0.8, GAA850 FXN act 0.1, ADAM17 inh -1.8, hcDAF12 agonist -1.6, sPLA2-III inh -1.8, PLC-gamma1 inh 1.6, ssDAF-12 act -1.2 and DAX1 inh-2 -0.7.
`C[C@@H]1NC(=O)c2cc([N+](=O)[O-])cc(F)c2NCCC[C@@H](C(N)=O)NC(=O)[C@H](CC(N)=O)NC1=O` gave PLC-beta3 inh 2.2, ADAM10 inh 1.7, DAX1 inh-1 0.4, hgDAF-12 ag 4.0, GAA850 FXN act -0.5, ADAM17 inh -2.1, hcDAF12 agonist -1.5, sPLA2-III inh 1.8, PLC-gamma1 inh 2.5, ssDAF-12 act -1.5 and DAX1 inh-2 0.4.
`CC(=O)c1c(C)[nH]c(C(=O)Nc2cccc(C)n2)c1C` gave PLC-beta3 inh -12.3, ADAM10 inh -13.0, DAX1 inh-1 11.6*, hgDAF-12 ag 11.7*, GAA850 FXN act -1.1, ADAM17 inh -3.4, hcDAF12 agonist 6.9*, sPLA2-III inh 2.5, PLC-gamma1 inh 1.2, ssDAF-12 act 0.4 and DAX1 inh-2 0.3.
Screening COC(=O)c1ccc(NC(=O)CSc2nnc(COc3c(C)cccc3C)o2)cc1 returned PLC-beta3 inh 0.1, ADAM10 inh -8.6, DAX1 inh-1 -0.2, hgDAF-12 ag -0.6, GAA850 FXN act -0.6, ADAM17 inh -4.1, hcDAF12 agonist 1.5, sPLA2-III inh 3.0, PLC-gamma1 inh -1.6, ssDAF-12 act -0.8 and DAX1 inh-2 -0.4.
`CC(=O)c1ccc(N2CCN(C(=O)CCS(=O)(=O)c3ccc4c(c3)NC(=O)CS4)CC2)cc1` gave PLC-beta3 inh -9.5, ADAM10 inh -13.7, DAX1 inh-1 -0.5, hgDAF-12 ag -1.4, GAA850 FXN act -1.0, ADAM17 inh 1.8, hcDAF12 agonist -0.6, sPLA2-III inh -6.8, PLC-gamma1 inh -0.5, ssDAF-12 act -1.1 and DAX1 inh-2 -0.2.
For O=C(CN1C(=O)NC2(CCCC2)C1=O)NNC(=O)c1ccc(Br)cc1 the results were PLC-beta3 inh 0.4, ADAM10 inh -2.3, DAX1 inh-1 -0.6, hgDAF-12 ag -1.0, GAA850 FXN act 0.3, ADAM17 inh -171.7, hcDAF12 agonist -0.3, sPLA2-III inh -8.8, PLC-gamma1 inh 4.3, ssDAF-12 act -0.8 and DAX1 inh-2 0.1.
Cc1cccc(NC(=S)N(CCCN(C)C)Cc2cc3cc4c(cc3[nH]c2=O)OCO4)c1 was read as PLC-beta3 inh -36.0, ADAM10 inh -344.3, DAX1 inh-1 0.0, hgDAF-12 ag -0.5, GAA850 FXN act 3.2, ADAM17 inh -109.5, hcDAF12 agonist -2.1, sPLA2-III inh -3.5, PLC-gamma1 inh -29.7, ssDAF-12 act -1.0 and DAX1 inh-2 0.0.
Screening O=C(CSc1nc2ccccc2[nH]1)NC1CCS(=O)(=O)C1 (stereo unspecified) returned PLC-beta3 inh -1.0, ADAM10 inh 7.9, DAX1 inh-1 1.0, hgDAF-12 ag 1.1, GAA850 FXN act -0.8, ADAM17 inh -3.8, hcDAF12 agonist 3.3, sPLA2-III inh 2.0, PLC-gamma1 inh 1.6, ssDAF-12 act 0.2 and DAX1 inh-2 1.1.
Screening CCN(CC)c1ccc(C(=O)NNC(=O)C2CSC3(C)CCC(=O)N23)cc1 (stereo unspecified) returned PLC-beta3 inh -8.6, ADAM10 inh -5.3, DAX1 inh-1 1.0, hgDAF-12 ag -3.2, GAA850 FXN act 1.7, ADAM17 inh -1.4, hcDAF12 agonist 0.0, sPLA2-III inh 0.4, PLC-gamma1 inh -3.6, ssDAF-12 act -0.7 and DAX1 inh-2 0.8.
For Cc1nc2ccc(C(=O)N/N=C/c3ccccc3O)cc2[nH]1 the results were PLC-beta3 inh -38.8, ADAM10 inh -56.8, DAX1 inh-1 0.9, hgDAF-12 ag 5.2, GAA850 FXN act 2.9, ADAM17 inh -24.4, hcDAF12 agonist -0.1, sPLA2-III inh 4.6, PLC-gamma1 inh -23.9, ssDAF-12 act -1.3 and DAX1 inh-2 0.7.
COCC1CN(CCc2ccc(F)cc2)S(=O)(=O)c2c(F)cccc2O1 (stereo unspecified) was read as PLC-beta3 inh 1.3, ADAM10 inh -6.7, DAX1 inh-1 -1.2, hgDAF-12 ag -0.3, ADAM17 inh -1.8, hcDAF12 agonist -0.9, sPLA2-III inh 16.5, PLC-gamma1 inh 0.3 and ssDAF-12 act 0.2.
For COc1ccc(S(=O)(=O)N2CCCCC2)cc1NCC(=O)Nc1ccc(C)cc1 the results were PLC-beta3 inh -3.1, ADAM10 inh 8.8, DAX1 inh-1 -0.2, hgDAF-12 ag -3.2, GAA850 FXN act -1.6, ADAM17 inh -3.9, hcDAF12 agonist -1.7, sPLA2-III inh -3.9, PLC-gamma1 inh 1.2, ssDAF-12 act -0.4 and DAX1 inh-2 -1.4.
For CC(=O)c1cccc(-n2nnnc2SCC(=O)Nc2cccc(NC(=O)c3ccco3)c2)c1 the results were PLC-beta3 inh 1.8, ADAM10 inh 4.8, DAX1 inh-1 -1.2, hgDAF-12 ag -1.9, GAA850 FXN act -0.3, ADAM17 inh 0.2, hcDAF12 agonist -1.7, sPLA2-III inh -15.3, PLC-gamma1 inh 3.1, ssDAF-12 act -1.2 and DAX1 inh-2 -1.8.
Screening O=C(COC(=O)CNC(=O)C1CCCCC1)Nc1ccccc1OC(F)F returned PLC-beta3 inh 4.3, ADAM10 inh -7.9, DAX1 inh-1 -0.8, hgDAF-12 ag -3.1, GAA850 FXN act -0.5, ADAM17 inh -4.2, hcDAF12 agonist -0.8, sPLA2-III inh 13.3, PLC-gamma1 inh 1.2, ssDAF-12 act -0.9 and DAX1 inh-2 -0.2.

Compound activity deposited in PubChem BioAssay by The Scripps Research Institute Molecular Screening Center.
